Bioassay records from PubChem.
MKP-1 inh = human dual specificity phosphatase 1 inhibition | P28562 | recombinant MKP-1, OMFP hydrolysis fluorescence | inhibition, %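 (compounds tested at a single concentration somewhere between 10 and 100 µM)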 | hit rate 0.15% among 65,000 | AID 374;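 active means inhibition above about 50%, limit read from the data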;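 further: 0% = DMSO max control wells and 100% = wells with enzyme stopped by NaOH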
CatB inh = human cathepsin B inhibition; P07858; hit rate 0.1% among 63,000; AID 453; inhibition, %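 (tested at 10 µM)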; purified cathepsin B, fluorogenic substrate, fluorescence; in the data active means inhibition above about 21%;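 further: 0% = enzyme with no compound and 100% = no enzyme blank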
Hsp90 block = displaces geldanamycin probe from tumor Hsp90. hit rate 0.35% among 64,000. AID 429. inhibition, % at 30 µM. NCI-N417 lysate Hsp90, Cy3B-geldanamycin FP displacement. P07900;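 active means inhibition above 50%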;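 further: 0% = tracer plus lysate wells and 100% = tracer alone without lysate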
Ec RNAP inh = Escherichia coli RNA polymerase inhibition. AID 559. P0A8V2. hit rate 0.2% among 62,000. E. coli RNA polymerase, fluorescence transcription assay. inhibition, %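 (tested at 10 µM)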; in the data active means inhibition above about 20%;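 further: 0% = enzyme without compound and 100% = no enzyme blank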
Ecoli tolC = blocks growth of E. coli BW25113 tolC mutant | OD615 | growth inhibition, % at 10 µM (by protocol) | hit rate 2.2% among 65,000;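 active means growth inhibition at or above a cutoff equal to the mean over every tested compound plus 3 SD, cut at about 60% in these data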;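 further: growth measured after 20 h incubation at 37 °C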
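Assay system: tolC-deleted E. coli BW25113. Medium: kanamycin-containing LB broth (50 µg/mL). Dosing: 10 µM final, single dose. Timing: bacterial growth with compound for 20 h at 37 °C. Detection: A615 absorbance measurement. Read-out basis: growth inhibition in percent.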
D1 mod = allosteric modulators of human D1 dopamine receptor; P21728; HEK293 D1, CRE-luciferase, dopamine EC30 potentiation; actives deviate in either direction; B-score at 10 µM; hit rate 5.9% among 58,000; AID 641;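 active means luminescence count or its row- and column-corrected plate score outside the 99.7% band of the plate's sample wells, on either side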
AP ELISA ortho = alternative pathway complement inhibition, orthogonal assay | hit rate 0.08% among 62,000 | AID 1235 | inhibition, % at 5 µM | Human serum alternative complement pathway, LPS-coated ELISA, C3 deposition; tested in compound mixtures;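 active means inhibition above 30% in each of the two pooled mixtures holding the compound, so the lower value exceeds 30%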;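 further: 0% = serum in Mg-EGTA without compound and 100% = EDTA serum blank; some compounds past the cut are filed as inactive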
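Test system – human serum alternative complement pathway, C3 deposition on LPS-coated wells · Buffer or medium – diluted human serum in Mg2+-EGTA GVB++ · Compound dosing – 5 µM each compound, pools of ten, 50 µM per pool · Schedule – 1 h serum-compound exposure at 37 °C · Measured by – Anti-C3 ELISA, OD 450 nm · Read-out basis – percent inhibition of C3 deposition onto LPS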
Cdc25B block = inhibitors of human Cdc25B phosphatase; P30305; recombinant Cdc25B, OMFP fluorescence Ex485/Em525; inhibition, %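 (compounds tested at 10 µM final in the well)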; hit rate 0.1% among 65,000; AID 368; in the data active means inhibition above about 50%
CatB mixtures = human cathepsin B inhibition by mixtures. inhibition, %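 (ten-compound pools at 5 µM per compound and 50 µM total)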. Purified cathepsin B, AMC dipeptide fluorescence, compound mixtures. hit rate 0.06% among 62,000. P07858; in the data active means inhibition above about 22%, passing the limit was not always enough;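 further: 0% = enzyme without compound and 100% = no enzyme blank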
Starred values were filed as active, the others as inactive; . = no result given; & = joins results of further samples. The list is partial; rates above refer to the full screens.

SMILES	MKP-1 inh	CatB inh	Hsp90 block	Ec RNAP inh	Ecoli tolC	D1 mod	AP ELISA ortho	Cdc25B block	CatB mixtures
OC(CNC1CCCCC1)c1ccccc1 (stereo unspecified)	0	-2	-2	3	-23	-0.13	15	-14	5
CCSP1(=S)N=C(N2CCOCC2)C(C#N)=C2CCCN21 (stereo unspecified)	21	-5	2	4	1	0.46	12	-1	2
CCOC(=O)CC1=C(C(=O)OCC)C2(C(=O)Nc3ccccc32)C(C#N)=C(N)O1 (stereo unspecified)	20	6	-1	10	-11	0.097	4	-13	1
COCCCn1c(N)c(C(=O)NCCC(C)C)c2nc3ccccc3nc21	55*	-4	-11	.	18	0.97	15	5	-7
CC(=O)c1c(C)n(CCCOC(C)C)c2ccc(O)cc12	-4	8	-9	6	8	0.58	2	1	7
Cc1cc(OCc2nn[nH]n2)c2c3c(c(=O)oc2c1)CCC3	-4	-7	-8	0	3	0.62	0	-2	-1
COc1ccc(CC2C(=O)NC(=O)N(c3ccccc3)C2=O)c(OC)c1 (stereo unspecified)	9	3	-3	8	-13	-0.13	-3	-3	-2
CCOCC(=O)NC1CCSC1=O (stereo unspecified)	-8	5	-2	14	-13	-0.35	21	-15	6
Nc1ccnn1C1CCNCC1	-8	0	0	0	-29	-0.53	11	-3	4
COCCCn1c(N)c(C(=O)OCCOC)c2nc3ccccc3nc21	11	-6	-5	-17	3	0.52	-8	1	-3
O=C(O)c1cc2ccccc2oc1=O	-7	1	-3	1	-13	-0.28	15	-40	2
CC1(C)COC(Nc2ccc(Cl)cc2)=N1	9	0	-2	6	17	0.65	17	-10	1
CC(=O)Nc1cc(C(=O)N2CCC3(CC2)OCCO3)ccc1S(=O)(=O)c1ccc(C)cc1	1	4	1	13	1	-0.58	-4	0	-2
COc1ccccc1N=Cc1c(O)n(C)c(=O)n(C)c1=O	4	1	-2	9	-12	1.5	1	-5	-1
Cc1cc(OCC(=O)OC(C)(C)C)c2c3c(c(=O)oc2c1)CCC3	11	2	-2	10	9	0.077	6	6	-10
Cc1cc(C)n2nc(SC(C)C(=O)N3CCC4(CC3)OCCO4)nc2n1 (stereo unspecified)	5	-2	0	3	3	.	6	-20	6
COC(=O)C(O)(c1cn(C)c2ccccc12)C(F)(F)F (stereo unspecified)	-4	-5	-4	3	-7	0.2	21	-2	5
O=C(NC[P+](=O)O)OCc1ccccc1	10	-1	-2	6	-18	1.1	5	-4	4
OC1(c2cccnc2)CC2CCC(C1)N2Cc1nnnn1Cc1ccccc1 (stereo unspecified)	-3	6	-1	-5	-6	-1.2	12	-5	2
Cn1c(O)c(/C=N/c2ccccn2)c(=O)n(C)c1=O	5	2	.	-1	-8	-0.18	4	-5	0

Complete entries, quoted from the list:
Cc1cc(C)n2nc(SC(C)C(=O)N3CCC4(CC3)OCCO4)nc2n1 (stereo unspecified) is listed with MKP-1 inh: 5; CatB inh: -2; Hsp90 block: 0; Ec RNAP inh: 3; Ecoli tolC: 3; D1 mod: .; AP ELISA ortho: 6; Cdc25B block: -20; CatB mixtures: 6
CC(=O)Nc1cc(C(=O)N2CCC3(CC2)OCCO3)ccc1S(=O)(=O)c1ccc(C)cc1 is listed with MKP-1 inh: 1; CatB inh: 4; Hsp90 block: 1; Ec RNAP inh: 13; Ecoli tolC: 1; D1 mod: -0.58; AP ELISA ortho: -4; Cdc25B block: 0; CatB mixtures: -2

(next part)
SMILES	MKP-1 inh	CatB inh	Hsp90 block	Ec RNAP inh	Ecoli tolC	D1 mod	AP ELISA ortho	Cdc25B block	CatB mixtures
O=C(COc1ccc(Br)cc1)N1CCN(Cc2ccncc2)CC1	-14	1	0	-4	1	0.4	10	-15	0
O=C(Cn1cnc2ccccc2c1=O)NCC(=O)N1CCC2(CC1)OCCO2	-13	0	-6	-2	-8	-0.93	9	-6	1
C[C@H]1CCC/C=C/C2C[C@H](O)CC2[C@H](O)/C=C/C(=O)O1 (stereo partly specified)	-3	5	1	4	6	0.1	15	-26	-7
O=c1cc(C2CCNCC2)[nH][nH]1	-7	2	-2	5	-20	-0.043	8	10	2
CNCC(O)c1cccc(OC(=O)c2ccccc2C)c1 (stereo unspecified)	-3	7	1	9	-3	-0.61	2	0	1
CCOP(=S)(OCC)c1ccc(N(C)C)cc1	1	7	2	-1	13	-0.5	-20	-2	5
Cc1oc2ccc(OC(=O)N(C)C)cc2c1C(=O)OC(C)C	1	2	3	13	22	2.7	6	4	11
O=C(O)CCCc1ccc(N(CCCl)CCCl)cc1	-3	-3	-9&3	3	4	1.5	-13	1	4
COP(=O)(OC)C(O)C(Cl)(Cl)Cl (stereo unspecified)	-10	-1	1	8	13	-0.72	6	-15	-1
O=P(c1ccccc1)(c1ccccc1)N1CCCCC1	-10	2	-3	-6	13	.	.	6	.
c1ccc2cc(CC3=NCCN3)ccc2c1	-2	6	1	3	-3	-1	12	-10	-3
CCOc1ccc(C2SCC(=O)Nc3c2c(=O)[nH]n3C2CCCCCC2)cc1 (stereo unspecified)	3	3	-5	16	-2	0.15	2	-9	4
Nc1cccc(N=Cc2c(O)n(Cc3ccc(F)cc3)c(=O)[nH]c2=O)c1	10	5	-11	7	7	0.082	-5	7	1
CCOc1ccc(-n2c(O)c(C=Nc3ccc(N4CCOCC4)cc3)c(=O)[nH]c2=O)cc1	21	-3	8	0	-5	-0.65	16	6	11
COc1ccc(C2=NCC(=O)N(CC(=O)NCc3ccco3)c3sc4c(c32)CCCC4)cc1OC	2	2	0	2	36	-0.94	-11	56*	2
NS(=O)(=O)c1ccc(N=Cc2c(O)n(C3CCCCC3)c(=O)n(C3CCCCC3)c2=O)cc1	41	1	0	4	19	-0.03	9	-8	-3
CCN1CC=C(c2c[nH]c3ccccc23)CC1	-10	2	-3	3	-14	-0.2	6	5	4
N#Cc1ccccc1Cn1cc(C(=O)C2CC2)c2ccccc21	-10	2	-1	11	17	0.15	-1	-7	1
CC(=NCC1CCCO1)c1c(O)n(-c2ccccc2)c(=O)[nH]c1=O (stereo unspecified)	-13	-1	-5	6	-23	-0.0047	14	1	5
O=C1CC(=O)N(c2cccc(Cl)c2)C(=O)N1	-5	1	-4	2	-21	0.34	13	-20	-6
CC(=Nc1ccc2c(c1)CCC2)c1c(O)n(C2CCCCC2)c(=O)[nH]c1=O	-11	2	-10	8	-12	1.1	8	7	2
Cc1ccc(S(=O)(=O)Cc2ccc(C(=O)N3CCC4(CC3)OCCO4)o2)cc1	24	2	-8	-15	-5	-0.36	-14	-9	3
CCN(CC)c1ccc(N=Cc2c(O)n(-c3cc(OC)ccc3OC)c(=O)[nH]c2=O)cc1	0	1	-1	8	9	-0.058	.	20	.
CC(=O)N1CCN(c2ccc(N=Cc3c(O)n(-c4ccc(Cl)cc4)c(=O)[nH]c3=O)cc2)CC1	20	0	20	1	8	0.99	15	6	-3
CCCCNC(=O)Nc1ccc(C(O)(C(=O)OCC)C(F)(F)F)cc1 (stereo unspecified)	-12	2	-5	.	8	0.49	.	-20	.
CN(C)c1cc(N)c2c(n1)CCC2 (tested in a mixture with another compound)	0	2	-3	0	-13	0.02	-2	-6	-1
O=C1C2CCN(CC2)[C@@H]1Cc1ccc2ccccc2c1O	-23	7	-2	4	-2	-1	.	-2	.
CCC(=NCc1ccco1)c1c(O)n(-c2ccc(OC)cc2)c(=O)[nH]c1=O	26	9	-3	4	9	0.42	-13	5	4
COC(=O)N(c1ccc(OC)cc1)P1(=S)OCCC(C)O1 (stereo unspecified)	100*	-4	0	7	-8	0.68	12	-8	5
COC(=O)CC1(Cc2ccccc2)C(=O)NC(=O)NC1=O	-12	3	-3	11	10	0.16	11	7	-5
NC12CN3CN(CN(C3)C1)C2 (tested in a mixture with another compound)	-38	4	-2	17	-19	-0.22	8	-10	3
Cc1cc(OC(=O)c2ccco2)c2c3c(c(=O)oc2c1)CCC3	2	4	0	8	11	1.4	13	-4	1
COc1ccc(Nc2ncc(C(=O)N3CCC4(CC3)OCCO4)c3ccccc23)cc1	7	5	3	6	6	-0.75	14	-3	5

Retrieved by compound from the list above, 3 records:
SMILES	MKP-1 inh	CatB inh	Hsp90 block	Ec RNAP inh	Ecoli tolC	D1 mod	AP ELISA ortho	Cdc25B block	CatB mixtures
CCCCNC(=O)Nc1ccc(C(O)(C(=O)OCC)C(F)(F)F)cc1 (stereo unspecified)	-12	2	-5	.	8	0.49	.	-20	.
CCOP(=S)(OCC)c1ccc(N(C)C)cc1	1	7	2	-1	13	-0.5	-20	-2	5
CC(=O)N1CCN(c2ccc(N=Cc3c(O)n(-c4ccc(Cl)cc4)c(=O)[nH]c3=O)cc2)CC1	20	0	20	1	8	0.99	15	6	-3

Sorted by heavy-atom count (falling): three of the compounds above
SMILES	MKP-1 inh	CatB inh	Hsp90 block	Ec RNAP inh	Ecoli tolC	D1 mod	AP ELISA ortho	Cdc25B block	CatB mixtures
COc1ccc(Nc2ncc(C(=O)N3CCC4(CC3)OCCO4)c3ccccc23)cc1	7	5	3	6	6	-0.75	14	-3	5
CCC(=NCc1ccco1)c1c(O)n(-c2ccc(OC)cc2)c(=O)[nH]c1=O	26	9	-3	4	9	0.42	-13	5	4
O=C1C2CCN(CC2)[C@@H]1Cc1ccc2ccccc2c1O	-23	7	-2	4	-2	-1	.	-2	.
